# PKA-R2B act: activates the human PKA-R2B holoenzyme complex; P22694+P31323; PKA-R2B holoenzyme dissociation, Cy5-IP20 fluorescence polarization; R2B truncated from residue 108, S112A mutant; 0% DMSO only, 100% 113 µM cGMP; activation, % at 11.4 µM; 0.079% of 340,000 active;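 active = activation above a cutoff set at the mean over all compounds plus 3 SD, cut at about 18% in these data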;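 also: higher means more holoenzyme dissociation and a rise in polarization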
# Pemphigus Ab inh: human desmoglein-3 autoantibody binding inhibition. P32926. DSG3-coupled beads, scFv-anti-DSG3-GFP binding, flow cytometry; stronger effect = lower value. binding (percent of control), % at 10 µM. 0.48% of 310,000 active. AID 588358;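 active = binding more than 3 SD below its plate's average and above zero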;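 also: hits lower antibody fragment binding to DSG3; some compounds called inactive have numbers as strong as hits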
# HTR5A inv ctr: inverse agonist of human HTR5A in OPRM1-OPRD1 counter-screen | P47898 | HTR5A cell line, luminescence, inverse agonism | inhibition, % at 9.3 µM | 0.083% of 340,000 active; in the data active = inhibition mostly above about 23%, no sharp cut-off; inactive = mostly below about 18%;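 also: 0% = cells with DMSO and 100% = no-cell wells with DMSO; some compounds called inactive have numbers as strong as hits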
# V-ATPase pHluor: alters yeast V-ATPase proton transport. S. cerevisiae, pHLuorin cytosolic pH fluorescence. response, % at 10 µM. 0.37% of 350,000 active. AID 504577; in the data active = response mostly above about 7.3%, no sharp cut-off; inactive = mostly below about 5.4%; also: actives read high; inactives centre near 0; some compounds called inactive have numbers as strong as hits; reference of the scale not given here
# Arrestin-AP2 inh: blocks beta-arrestin peptide binding to AP2 adaptin | 0.31% of 340,000 active | inhibition, % at 10 µM | FITC-arrestin peptide / GST-AP2 beads, flow cytometry; AP2 beta2 appendage carries R879A mutation;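 active = inhibition above a set limit, near 3 SD of compounds lacking own fluorescence, cut at about 54% in these data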;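 also: plate controls were DMSO wells for no effect and 5 µM unlabelled arrestin peptide for full effect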
#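 Measured by: flow cytometry, FL1 (488/535 nm); Material: AP2 appendage R879A on GSH beads; Evaluation: percent response; Timing: pre-incubation 12 min, peptide binding 1 h, room temperature; Also added: 50 nM FITC-arrestin peptide; Medium: PBS with 0.05% Tween 20 and 0.1% BSA.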
# HTR5A ag ctr: counter-screen for OPRM1-OPRD1 agonists: human HTR5A agonism; 0.61% of 340,000 active; HTR5A agonist assay, luminescence, cell-based; AID 504692; activation, % at 9.3 µM; P47898; in the data active = activation mostly above about 9.5%, no sharp cut-off; inactive = mostly below about 7.6%;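 also: 0% = cells with vehicle only and 100% = reference agonist; strong numbers were not always called active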
# MOR-DOR inv ag: inverse agonist of human OPRM1-OPRD1 heterodimerization; P35372+P41143; cell-based MOR-DOR heterodimer luminescence, inverse agonism; inhibition, % at 9.3 µM; 0.21% of 340,000 active; in the data active = inhibition above about 22%, passing the limit was not always enough;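 also: 0% = cells with DMSO and 100% = wells without cells with DMSO; values of inactives mirror those of a sister screen read the other way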
# Target sequence (P35372 whole entry, looked up): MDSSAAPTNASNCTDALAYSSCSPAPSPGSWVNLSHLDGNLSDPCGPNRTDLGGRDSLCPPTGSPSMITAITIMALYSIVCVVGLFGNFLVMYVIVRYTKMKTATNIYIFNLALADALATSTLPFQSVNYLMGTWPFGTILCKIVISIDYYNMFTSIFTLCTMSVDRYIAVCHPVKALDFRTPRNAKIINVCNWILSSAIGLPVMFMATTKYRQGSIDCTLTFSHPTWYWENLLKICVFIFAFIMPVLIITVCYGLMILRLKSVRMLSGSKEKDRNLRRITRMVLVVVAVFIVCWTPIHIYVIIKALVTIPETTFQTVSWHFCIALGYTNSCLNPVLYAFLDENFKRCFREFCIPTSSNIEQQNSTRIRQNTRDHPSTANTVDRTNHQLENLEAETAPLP
# Target sequence (P41143 whole entry, looked up): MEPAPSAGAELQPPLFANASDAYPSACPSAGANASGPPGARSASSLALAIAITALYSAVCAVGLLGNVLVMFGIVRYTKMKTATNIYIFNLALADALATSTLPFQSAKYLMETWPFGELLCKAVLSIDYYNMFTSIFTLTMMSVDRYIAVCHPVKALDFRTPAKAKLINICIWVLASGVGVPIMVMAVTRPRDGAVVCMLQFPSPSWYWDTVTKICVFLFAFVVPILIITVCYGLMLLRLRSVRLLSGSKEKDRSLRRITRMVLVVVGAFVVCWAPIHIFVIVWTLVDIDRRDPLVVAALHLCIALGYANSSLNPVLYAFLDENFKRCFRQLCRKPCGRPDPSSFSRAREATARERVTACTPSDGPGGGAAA
# DAGLB inhibitor: diacylglycerol lipase beta (human) inhibition; AID 504411; inhibition, % at 5.17 µM; HEK293T DAGLB membrane lysate, EnzChek fluorogenic substrate; Q8NCG7; 0.059% of 340,000 active; in the data active = inhibition above about 34%;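 also: 0% = enzyme with vehicle and 100% = wells lacking enzyme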
# PKA-R1A activ: activates the PKA-R1A holoenzyme complex. P00514+P68181. PKA-R1A dissociation, Cy5-IP20 fluorescence polarization; scaled: DMSO 0%, 113 µM cGMP 100%. activation, % at 11.4 µM. 0.083% of 340,000 active. AID 504707;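 active = percent activation above the mean of all tested compounds plus 3 SD, cut at about 19% in these data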;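 also: higher means more PKAc released from R1A so a rise in polarization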
# OPRM1-OPRD1 ag: agonists of human mu-delta opioid receptor heterodimerization. 0.3% of 340,000 active. cells, OPRM1-OPRD1 heterodimerization, luminescence. activation, % at 9.3 µM. P35372+P41143; in the data active = activation above about 18%;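 also: 0% = vehicle-treated cells and 100% = reference agonist; values of inactives mirror those of a sister screen read the other way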
# Starred values were filed as active, the others as inactive; / = no result given. An unsorted share of the library. About 2.4% of those tested had a hit in this group.
SMILES,PKA-R2B act,Pemphigus Ab inh,HTR5A inv ctr,V-ATPase pHluor,Arrestin-AP2 inh,HTR5A ag ctr,MOR-DOR inv ag,DAGLB inhibitor,PKA-R1A activ,OPRM1-OPRD1 ag
O=C(Cn1cc(C(=O)C(F)(F)F)c2ccccc21)Nc1ccccc1F,2.3,118.6,-10.8,1.0,10.1,2.8,-18.8,-12.0,3.1,3.8
O=C(NCc1ccccc1Cl)c1ccc2c(=O)n(CC3CCCO3)c(=S)[nH]c2c1 (configuration not stated),-4.4,93.6,-13.3,-0.1,9.4,-0.9,15.7,-3.1,-1.9,-2.5
CC(C)CNS(=O)(=O)c1ccc(CCC(=O)N2CCCC2)cc1,-3.0,95.3,-18.6,0.4,17.4,4.7,10.7,-2.1,-7.6,-2.1
Cc1cc2occ(CC(=O)NC3CCCc4ccccc43)c2cc1C (configuration not stated),-0.3,98.4,-6.3,1.3,4.4,2.4,16.4,-3.3,-9.2,-3.2
Cc1cccc(CCNc2nc3ccccc3n3nnnc23)c1,-10.5,/,0.6,2.7,22.5,-0.2,5.8,1.1,-2.0,-0.9
Nc1cccnc1Oc1ccc(F)cc1,-3.4,114.1,-7.7,-2.4,25.6,-7.4,1.3,-1.3,-12.1,-0.3
COc1ccc(C(O)c2nccn2C)cc1 (configuration not stated),-13.7,103.2,1.8,-1.3,3.5,-0.7,8.3,-0.6,1.3,-1.5
O=c1c(Cc2ccc(F)cc2)c(O)ccn1Cc1ccc(Cl)cc1Cl,7.1,91.6,-51.7,7.5,-0.5,20.1*,4.7,1.1,-6.4,-0.9
CC1(C)CC(=O)CC2(C1)NCC(c1ccccc1)c1c2[nH]c2ccccc12 (configuration not stated),9.4,107.2,9.9,-0.1,44.5,3.6,5.0,2.5,-5.6,-0.9
CCC(C)NC(=O)c1ccccc1NC(=O)C1COc2ccccc2O1 (configuration not stated),-22.1,83.1,-9.1,1.7,2.6,-1.2,11.0,-4.2,-5.2,-1.8
O=C(O)[C@H]1CCCC[C@H]1C(=O)Nc1cc([N+](=O)[O-])ccc1F,4.3,102.0,0.0,0.4,18.9,0.0,4.7,-0.7,-0.7,-0.8
CCN(CCC(=O)Nc1cc(OC)cc(OC)c1)Cc1ccccc1,-3.7,/,8.4,0.1,15.1,3.3,-6.1,0.2,-8.2,1.0
CCC(C(=O)NC1CCCCC1)n1c(SCc2cccc(C)c2)nc2ccncc21 (configuration not stated),3.4,102.7,/,1.3,-1.1,/,/,0.3,-15.4,/
COc1ccc(O)c(/C=N/NS(=O)(=O)c2ccc(C)cc2)c1,6.6,101.0,-8.1,-2.5,16.3,2.2,14.7,0.6,3.6,-3.2
Cc1ccc(N2C(=O)CSC23C(=O)Nc2ccccc23)cc1 (configuration not stated),-8.0,107.7,-3.8,-1.6,-7.7,0.9,7.6,-1.0,7.0,-1.3
COc1ccc(NC(=O)Cn2c(=O)n(CC3CCCO3)c(=O)c3cc(OC)c(OC)cc32)c(OC)c1 (configuration not stated),-26.6,95.2,-26.5,/,-1.4,9.4,14.7,-0.8,-7.1,-2.9
Cc1cccc(NC(=S)NC(=O)CCc2ccccc2)c1,-20.2,99.0,-0.4,-2.2,5.5,0.1,-98.0,-16.1,-1.7,18.1*
O=C(O)c1cccc(S(=O)(=O)N2CCN(c3ccccn3)CC2)c1,-2.6,115.2,11.4,-2.6,0.8,-3.1,13.7,-0.8,-4.8,-3.0
CC(C)(C)C(=O)Nc1cc2nn(-c3ccccc3)nc2cc1Cl,6.2,110.2,11.3,-3.7,5.9,4.3,-33.7,-6.3,1.3,5.4
COc1ccc(CCNC(=O)c2ccc3nc(-c4ccco4)c(-c4ccco4)nc3c2)cc1OC,-13.3,96.2,10.1,0.1,33.8,1.6,-44.6,6.4,-5.9,8.3
Cc1ccccc1CN1CCN(CC2CC2)CC1CCO (configuration not stated),-1.7,117.8,1.6,2.2,56.9*,-0.4,5.6,1.4,13.2,-1.1
O=C(O)/C=C/C(=O)NNC(=O)c1ccccc1Br,-10.6,97.1,-38.2,-3.6,-0.6,3.0,13.4,1.3,8.7,-2.5
CCc1nnc(N2C(=O)c3cccc4cccc(c34)C2=O)s1,-8.7,100.2,-5.8,-0.7,4.8,10.9,12.1,1.0,-13.4,-2.6
COc1cc(Cl)c(C)cc1NC(=O)CN1CCN(C(=O)c2cccs2)CC1,1.0,107.0,/,1.0,/,/,/,-0.9,-9.1,/
COc1cc2nc(N(CCN(C)C)C(=O)c3ccc4ccccc4c3)sc2cc1OC,9.7,/,15.5,-1.0,43.1,-4.1,5.2,2.5,-3.9,-1.0

# In another format: results already given
SMILES | PKA-R2B act | Pemphigus Ab inh | HTR5A inv ctr | V-ATPase pHluor | Arrestin-AP2 inh | HTR5A ag ctr | MOR-DOR inv ag | DAGLB inhibitor | PKA-R1A activ | OPRM1-OPRD1 ag
COc1cc(Cl)c(C)cc1NC(=O)CN1CCN(C(=O)c2cccs2)CC1 | 1.0 | 107.0 | / | 1.0 | / | / | / | -0.9 | -9.1 | /
O=C(Cn1cc(C(=O)C(F)(F)F)c2ccccc21)Nc1ccccc1F | 2.3 | 118.6 | -10.8 | 1.0 | 10.1 | 2.8 | -18.8 | -12.0 | 3.1 | 3.8
CC(C)(C)C(=O)Nc1cc2nn(-c3ccccc3)nc2cc1Cl | 6.2 | 110.2 | 11.3 | -3.7 | 5.9 | 4.3 | -33.7 | -6.3 | 1.3 | 5.4
CCC(C)NC(=O)c1ccccc1NC(=O)C1COc2ccccc2O1 (configuration not stated) | -22.1 | 83.1 | -9.1 | 1.7 | 2.6 | -1.2 | 11.0 | -4.2 | -5.2 | -1.8

# Next entries
SMILES,PKA-R2B act,Pemphigus Ab inh,HTR5A inv ctr,V-ATPase pHluor,Arrestin-AP2 inh,HTR5A ag ctr,MOR-DOR inv ag,DAGLB inhibitor,PKA-R1A activ,OPRM1-OPRD1 ag
Cc1cc(Br)ccc1OCCn1ccnc1,-4.0,112.5,1.6,-3.5,-2.8,3.1,20.7,-1.5,-12.6,-3.9
Cc1cc(C)cc(N(C(=O)c2cc3ccccc3oc2=O)C2C=CS(=O)(=O)C2)c1 (configuration not stated),0.9,/,5.4,1.6,18.5,-3.5,17.0,2.2,-2.2,-3.3
CC(C)(CC(=O)c1ccccc1)CC(=O)c1ccccc1,-5.0,97.8,-5.1,-3.5,-2.9,1.3,-2.3,-6.6,-7.2,0.5
CCOc1ccccc1NC(=O)CCC(=O)Nc1ccccc1OCC,-2.6,104.2,-15.4,-2.1,-5.7,0.6,-1.5,-1.9,2.4,0.3
Cc1ccccc1NC(=O)CN1C(=O)S/C(=C\c2cccn2-c2cccc(C(=O)O)c2)C1=O,7.9,107.5,7.6,3.3,-2.9,-3.5,10.5,2.2,6.6,-2.1
O=C(CSc1nnc(CNc2ccc(F)cc2)o1)c1ccccc1,0.5,85.4,-18.3,-2.2,8.2,-3.9,-1.4,2.0,-4.8,0.2
COc1cccc(C(=O)NCCSCc2c(F)cccc2Cl)c1,-2.3,109.5,-20.4,7.9,-6.4,-3.3,9.8,-12.0,-6.4,-1.9
COc1cccc(/C=C/C(=O)OCC(=O)Nc2cccc(S(=O)(=O)N3CCOCC3)c2)c1OC,-3.2,97.7,-1.2,-2.4,8.5,1.5,15.8,0.2,-10.2,-2.9
O=C(c1ccc(Cl)c(S(=O)(=O)NCc2ccco2)c1)N1CCN(c2ccc(F)cc2)CC1,2.2,100.8,-14.3,-0.4,12.9,4.0,6.8,-0.8,5.1,-1.3
Cc1c(N=C2NC(=O)C(CC(=O)Nc3ccc(Cl)cc3)S2)c(=O)n(-c2ccccc2)n1C (configuration not stated),-4.6,104.6,-3.3,0.3,0.5,0.9,12.1,-2.9,-3.1,-2.9
C=CCOc1ccc(C2/C(=C(\O)c3ccc4c(c3)CC(C)O4)C(=O)C(=O)N2CCN2CCOCC2)cc1OCC (configuration not stated),-4.1,103.1,-51.8,-3.2,-5.5,5.6,4.8,-1.1,-4.0,-0.9
CN(C(=O)c1ccncc1)C1CCS(=O)(=O)C1 (configuration not stated),2.5,106.1,-0.2,3.9,-14.7,7.9,17.3,-0.2,2.2,-3.0
Cc1ccc(S(=O)(=O)N2CC(C)N(S(C)(=O)=O)C2)cc1 (configuration not stated),2.2,99.2,10.8,-4.5,29.7,5.7,-19.6,-4.3,0.9,2.4
CCOc1cccc(-c2nnc(SCC(=O)Nc3cc(OC)cc(OC)c3)n2N)c1,-14.4,85.9,-8.4,0.0,1.0,3.2,-7.5,-0.3,-4.8,1.5
Cc1nn(CC(O)COc2ccc3c(c2)CCC3)c(C)c1C (configuration not stated),-9.9,108.5,20.7,0.1,2.3,-1.8,5.4,-13.2,-12.8,-1.3
O=C(CSc1nnnn1-c1ccc(F)cc1)Nc1ccc(N2CCOCC2)c(Cl)c1,-3.8,103.1,6.4,-9.6,17.5,-0.6,-29.8,-3.2,-14.9,5.5
CCn1nc(C)c(NC(=O)/C=C/c2ccc(OC)c(COc3ccc(Cl)cc3Br)c2)c1C,-7.1,80.3,-8.8,-2.2,31.3,-1.5,4.8,-2.7,-1.5,-0.9
CC(C)(C)[C@H]1C=C(C(=O)N2CCN(Cc3ccccc3)CC2)O[C@@H](OCCCCO)C1,-15.0,101.1,-2.1,1.8,-3.2,-0.4,0.8,-1.3,0.0,-0.1
COc1ncnc2c1ncn2CCCN1CCN(C(=O)C2CC2)CC1,-6.8,/,/,2.9,/,/,/,1.6,2.7,/
Cc1ccc(-c2cc(C(=O)Nc3c(C#N)cnn3C)no2)cc1,-14.4,/,9.2,-2.0,-1.3,-1.4,17.7,4.5,1.8,-3.8
CN(Cc1ccccc1)Cc1nc2c([nH]1)c(=O)[nH]c(=O)n2C,1.0,87.0,0.3,-3.0,22.8,4.5,8.0,-2.7,-5.5,-1.6
CCOC(=O)C1CCN(C(=O)c2cc3cc4ccc(C)cc4nc3o2)CC1,2.8,100.8,-3.0,-52.5,2.1,2.1,11.7,-4.0,7.2,-2.3
NC(=O)C1CCN(C2CC(=O)N(Cc3cccs3)C2=O)CC1 (configuration not stated),-2.9,108.8,14.5,0.7,-3.9,1.3,3.3,2.5,-7.5,-0.6
COc1ccc(CCN(C)C(=O)c2ccc(S(=O)(=O)NCc3ccco3)cc2)cc1OC,-6.3,102.0,-24.7,-2.0,5.9,7.1,-2.0,-2.4,-2.7,0.4
C/C(=N\NC(=O)c1ccc([N+](=O)[O-])cc1)c1cc2ccccc2oc1=O,-4.8,127.9,15.2,2.1,19.0,-2.4,7.0,-1.3,-1.9,-1.3
CC(C)NC(=O)Nc1ccc2c(c1)C(=O)N([C@H](C)CO)C[C@H](C)[C@@H](CN(C)C(=O)NC(C)C)O2,5.6,98.7,-2.8,8.7,44.6,1.1,7.1,-1.1,0.9,-1.3
CC(=O)Nc1ccc(Sc2ccccc2C(=O)N2CCCC2)cn1,2.0,60.1,-3.4,-2.1,2.0,1.3,9.4,1.5,5.7,-1.6
COc1ccc(/C=C2\C(=O)N(Cc3ccc(F)cc3)CC(=O)N2Cc2ccccc2)cc1,2.0,107.7,-20.1,-1.2,2.3,-1.5,2.7,-6.2,0.1,-0.5
